Screens: PubChem, National Center for Advancing Translational Sciences (NCATS)
LDHA block: qHTS assay for inhibitors of human lactate dehydrogenase. purified LDHA, NADH/diaphorase-resazurin fluorescence; stronger effect = lower value. AID 1347041, 2019. L-lactate dehydrogenase A chain (Homo sapiens), P00338. actives 0.15% (n = 480,000). activity change, % (values are at about 110 or 230 µM); in the data active means activity change below about -30%; inconclusive means mostly about -25% to -30%;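 further: plate controls were DMSO wells for no effect and wells without enzyme for full effect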
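LDH5 2 nM; NADH 0.06 mM, pyruvate 0.2 mM; 200 mM Tris pH 7.4, EDTA, Tween-20; 5 min RT. Detection: diaphorase 0.133 mg/mL + resazurin 37 µM, fluorescence ex540/em590 at 0 and 20 min; normalized to enzyme-free and DMSO wells.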
Pol beta inh: qHTS Assay for Inhibitors of DNA Polymerase Beta. P06746. Pol beta primer extension/strand displacement, fluorescence kinetic. Potency, µM (doses to about 114 µM), for the others: at the top dose activity change, negative = inhibition, hits mostly inhibitors. actives 1.3% (n = 340,000); further: potency means the concentration at half of the fitted maximal effect; on the % scale 0 is the no-effect control and ±100 the full control effect
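Pol beta (10 nM) was preincubated with compound for 15 min at room temperature. The reaction was then started with 50 nM substrate and read immediately and after a further 10 min at room temperature.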
ALOX12 inh: Primary qHTS assay for inhibitors of human arachidonate 12S-lipoxygenase (ALOX12): Round 2 | actives 1.1% (n = 580,000) | Polyunsaturated fatty acid lipoxygenase ALOX12 (Homo sapiens), P18054 | purified 12hLO, xylenol orange hydroperoxide absorbance | Potency, µM (series often up to 108 µM), for inactives: at the top dose activity change, negative = inhibition, usual class: inhibitors | AID 1671190, 2021; further: potency means the concentration at half of the fitted maximal effect; on the % scale 0 is the no-effect control and ±100 the full control effect
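Hydroperoxide product was detected by ferrous iron/xylenol orange as the 573 to 405 nm absorbance ratio. Arachidonic acid at 40 uM (final) was turned over for 30 min at room temperature by 150 nM human 12hLO, pH 7.0 Hepes buffer, after 15 min compound preincubation.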
ERG Ets-DNA blk: qHTS for Small Molecule Inhibitors of the ERG Ets/DNA interaction. Transcriptional regulator ERG (Homo sapiens), P11308. fluorescence polarization, His-ERG Ets domain / labelled DNA. Potency, µM (highest dose often 76.9 µM), without a hit: at the highest dose FP activity, negative = inhibition, most hits filed as inhibitors. actives 0.028% (n = 370,000); active means well fitted inhibition curve with a large enough effect in the polarisation, with a control signal flat; inconclusive means small, poorly fitted or top-dose-only effect, or effect the other way, or a change in a side signal; inactive means no such curve, though single readings can be large or run the other way; the % refers to the polarisation;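 further: polarization taken with two DNA probes labelled with fluorescein and Texas red; potency means the concentration at half of the fitted maximal effect; % of control where 0% means no effect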
Target sequence (P11308 whole entry, looked up, the tested form may be a part): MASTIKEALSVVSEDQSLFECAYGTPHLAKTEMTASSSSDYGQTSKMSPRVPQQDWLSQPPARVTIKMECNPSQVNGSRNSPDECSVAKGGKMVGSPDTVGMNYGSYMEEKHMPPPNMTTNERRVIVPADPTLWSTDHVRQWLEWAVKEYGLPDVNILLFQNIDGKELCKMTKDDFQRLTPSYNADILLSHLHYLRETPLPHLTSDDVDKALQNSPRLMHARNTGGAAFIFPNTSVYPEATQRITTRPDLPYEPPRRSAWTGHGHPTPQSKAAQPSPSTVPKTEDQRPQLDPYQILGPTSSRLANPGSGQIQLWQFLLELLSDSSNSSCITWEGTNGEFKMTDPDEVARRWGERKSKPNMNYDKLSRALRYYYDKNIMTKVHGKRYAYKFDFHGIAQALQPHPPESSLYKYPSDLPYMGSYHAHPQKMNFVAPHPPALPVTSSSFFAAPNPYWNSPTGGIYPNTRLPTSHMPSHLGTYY
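His-tagged ERG Ets domain (1 uM in the protein solution; 300mM KCl, 50mM Tris-HCl, 1mM EDTA, 1mM DTT, pH 7.5) received compound, then a probe mix of 5 nM fluorescein-DNA and 100nM Texas-615-DNA. Fluorescence polarization was read for both dyes.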
Apoferritin bind: qHTS Assay for Identification of Novel General Anesthetics. Ferritin light chain (Equus caballus), P02791. AID 485281, 2010. actives 0.074% (n = 350,000). apoferritin/1-aminoanthracene competitive binding, fluorescence. Potency, µM (doses to about 77.5 µM), for inactives: at the top dose activity change, negative = displacement, actives largely listed as inhibitors; further: potency means the concentration at half of the fitted maximal effect; on the % scale 0 is the no-effect control and ±100 the full control effect; nearly all actives have a fitted effect of over 20% in size
Target sequence (P02791 2-175 limits assumed): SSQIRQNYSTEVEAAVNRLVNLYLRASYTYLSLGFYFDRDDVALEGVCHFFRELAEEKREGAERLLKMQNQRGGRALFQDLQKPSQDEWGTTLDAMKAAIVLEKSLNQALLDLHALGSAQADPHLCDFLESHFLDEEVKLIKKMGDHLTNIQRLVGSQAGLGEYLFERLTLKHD
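Horse-spleen apoferritin (10 uM) was mixed with 50% saturated 1-aminoanthracene in PBS, exposed to compounds for 10 min at room temperature, and read for fluorescence (ex 380 nm, em 535 nm). Competitive displacement was fitted with a four-parameter Hill equation.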
Pol kappa inh: qHTS for Inhibitors of Polymerase Kappa; purified Pol kappa, fluorescent DNA synthesis assay, 10 min; Potency, µM (doses to about 107 µM), for inactives: at the top dose activity, negative = inhibition, hits mostly inhibitors; actives 0.53% (n = 400,000); AID 588579, 2011; further: potency means the concentration at half of the fitted maximal effect; on the % scale 0 is the no-effect control and ±100 the full control effect
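Here, compound and 10 nM enzyme are combined for 15 min at room temperature; adding 50 nM substrate (final) starts DNA synthesis, tracked by fluorescence at 0 and 10 min against buffer-only wells.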
POLH inh: qHTS for Inhibitors of Polymerase Eta. DNA polymerase eta (Homo sapiens), Q9Y253. recombinant Pol eta, fluorescent DNA replication assay. Potency, µM (series often up to 114 µM), for the others: at the highest dose activity change, negative = inhibition, usual class: inhibitors. actives 1.2% (n = 390,000). AID 588591, 2011; further: potency means the concentration at half of the fitted maximal effect; on the % scale 0 is the no-effect control and ±100 the full control effect
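Pol eta (10 nM) was preincubated with compounds for 15 min at room temperature, after which fluorescent replication substrate (50 nM final) was added to start the reaction. Fluorescence was read kinetically at 0 and 10 min.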
RGS4 inh: Inhibitors of Regulator of G Protein Signaling (RGS) 4: qHTS; Transcreener GDP fluorescence polarization, RGS4-accelerated GTP hydrolysis; Potency, µM (top dose mostly 114 µM), inactives show top-dose activity change, negative = inhibition, actives largely listed as inhibitors; actives 0.039% (n = 390,000); AID 504845, 2011; further: potency means the concentration at half of the fitted maximal effect; on the % scale 0 is the no-effect control and ±100 the full control effect; nearly all actives have a fitted effect of over 75% in size; some results filed as inactive show a strong effect at the top dose
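MLSMR compounds (23 nl, pin-transferred) preincubated 10 min at room temperature with a 500nM (2x) first reagent, then RGS4 at 900nM (2x) plus Transcreener GDP mix added; fluorescence polarization (620/688 nm) read before and after 90 min at 30 °C.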
APE1 inh: qHTS Assay for Inhibitors of the Human Apurinic/apyrimidinic Endonuclease 1 (APE1); DNA repair nuclease/redox regulator APEX1 (Homo sapiens), P27695; recombinant APE1, TAMRA/BHQ-2 abasic DNA cleavage fluorescence; Potency, µM (top dose mostly 65.8 µM), for the others: top-dose activity change, negative = inhibition, most hits filed as inhibitors; actives 0.35% (n = 350,000); AID 2517, 2012;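 further: potency means the concentration at half of the fitted maximal effect; plate controls were vehicle for no effect and reference inhibitor for full effect; nearly all actives have a fitted effect of over 55% in size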
Target sequence (P27695 whole entry, looked up): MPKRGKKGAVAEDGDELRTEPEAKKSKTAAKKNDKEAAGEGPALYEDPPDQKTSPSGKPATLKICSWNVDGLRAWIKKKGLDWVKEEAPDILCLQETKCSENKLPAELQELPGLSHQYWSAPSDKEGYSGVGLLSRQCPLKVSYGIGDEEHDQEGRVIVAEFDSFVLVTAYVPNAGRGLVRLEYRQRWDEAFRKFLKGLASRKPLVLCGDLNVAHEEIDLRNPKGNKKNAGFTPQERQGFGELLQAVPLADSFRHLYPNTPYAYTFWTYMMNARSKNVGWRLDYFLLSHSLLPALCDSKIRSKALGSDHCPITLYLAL
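Enzyme (0.75 nM final) and test compound are incubated 15 min at room temperature before adding 50 nM quenched THF abasic-site duplex. Cleavage dequenches TAMRA, followed at 525/598 nm over three reads one minute apart.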
Numbers without * were called inactive; ? = inconclusive; / = not tested or not shown; & = joins results of further samples; [ ] = another dose, or the depositor's remark. Unless noted, the call rests on the fitted dose curve; in most records, active means well fitted curve in the direction sought with a large enough effect; inconclusive means small, poorly fitted or top-dose-only effect, or another doubt; inactive means no such curve, though single readings can be large; an effect the other way counts as inactive or inconclusive.

SMILES	LDHA block	Pol beta inh	ALOX12 inh	ERG Ets-DNA blk	Apoferritin bind	Pol kappa inh	POLH inh	RGS4 inh	APE1 inh
Cn1c(=O)n(C)c2cc(N3CCOCC3)c(NC(=O)c3cccc(Cl)c3)cc21	-1	12%	9%	0%	-6%	5%	-1%	0%[56.9 µM]	22%
CC1=C/C(=N\NC(=O)c2cccs2)CC(C)(C)C1	1	28%	19%	-8%	-7%	4%[60.1 µM]	-11%	-15%[11.4 µM]	7%
CCn1c2ccccc2c2nnc(SCC(=O)NCc3cccs3)nc21	-7	2%	1%	0%	-20%	-5%	-5%	3%	1%
C(=N\Nc1nncc2ccccc12)/c1ccccc1	1	-2%	-18%	5%	-5%	-16%	-14%	-19%	-3%
CS(=O)(=O)N(CC(=O)N1CCN(Cc2ccccc2)CC1)c1cccc([N+](=O)[O-])c1	-2	16%	4%	-11%	-1%	2%	-16%	-2%	9%
O=C(COC(=O)c1ccccc1NC(=O)c1ccco1)Nc1ncc(Cl)cc1Cl	-5	1%	?	8%	?	-9%	?	-47%	6%
O=C(Nc1cccc(Cl)c1Cl)c1ccc(-c2ccccc2)cc1	1	-16%	-1%	-8%	-18%	?	8%	-20%	-10%
Cc1ccccc1OCC(=O)Nc1cccc(S(=O)(=O)NC2=NCCC2)c1	-2	/	-4%	11%	/	3%	-25%	10%	17%
O=C(c1cc2ccccc2cc1O)N1CCN(c2cccc(Cl)c2)CC1	-1	/	-25%	9%	/	0%	-5%	-5%	-12%
COc1ccc(Nc2nc3cc(C)ccc3cc2C#N)cc1	-1	20%	7%	6%	-6%	3%	-21%	3%	9%
O=S(=O)(NCCc1ccccc1)c1ccc(Cl)nc1	5	25%	7%	11%	-21%	2%	-12%	?	8%
Cc1cccc(OCC(=O)Nc2ccc3nc(Nc4cccc(Cl)c4)cc(C)c3c2)c1	-3	1%	-8%	-4%	314%[activator]	-14%	-13%	22%	/
COc1cccc(N2C(=O)CC(N3CCN(CCN=CC4=C(O)CC(C)(C)CC4=O)CC3)C2=O)c1 (centres undefined)	-7	28%	19%	-4%	7%	-9%	-14%	0%	-6%
O=C(CN1CCCC1)Nc1sc2c(c1C(=O)Nc1ccccc1)CCCC2	-5	0%	-7%	3%	-5%	-19%	-16%	-15%	-8%
CC1(C)S/C(=N/N=C/c2cccs2)NC1=O	-7	4%	0%	0%	-14%	-5%	-3%	-11%[11.4 µM]	-2%
NC(=O)NO	-5	14%[57.1 µM]	0%	-1%	/	-2%[60.1 µM]	-3%	13%[56.9 µM]	-6%&-1%&6%
CN(c1ccc(C(=O)N2CCOCC2)cc1)S(C)(=O)=O	7	4%	15%	/	-4%	-6%	-2%	28%	-2%
Cc1ccc(C)c(NC(=O)c2cc(-c3cc(C)c(C)cc3O)n[nH]2)c1	-4	?	13%	-1%	3%	-22%[60.1 µM]	6%	30%	43%
O=C(NCC1CCCO1)C1CCN(C2CCN(Cc3cccs3)CC2)CC1 (centres undefined)	-1	-21%	21%	10%	-3%	17%	-9%	-25%	-3%
COc1ccc(C2=NN(C(=O)CCC(=O)O)C(c3ccc(F)cc3)C2)cc1 (centres undefined)	-3	3%	?	2%	1%	-4%	0%	6%	7%
COc1ccc(-c2csc3ncnc(Oc4ccc5c(C)cc(=O)oc5c4)c23)cc1	1	-2%	-14%	7%	7%	3%	-19%	-22%	-10%
COc1ccc([C@H]2/C=C\CN(S(C)(=O)=O)[C@@H](C)C(=O)N2Cc2ccc(F)cc2)cc1	-1	/	?	-1%	/	-16%	2%	-14%	/
CC(=O)Nc1c(C(=O)Nc2ccc3c(c2)OCO3)oc2ccccc12	-1	0%	4%	8%	-4%	3%	-9%	-13%	-1%
CC1(C(=O)N2CCN(C(=O)c3ccco3)CC2)CC1(Br)Br (centres undefined)	-2	2%	392%[activator]	13%	-6%	3%	-15%	7%	53%[activator]
Cc1cccc(OC(=O)c2cc(-c3ccc(Cl)cc3)on2)c1C	-1	4%	-27%	-13%	45%[activator]	5%	-11%	0%	/

The list goes on, starting with the last 2 of the part before.
SMILES	LDHA block	Pol beta inh	ALOX12 inh	ERG Ets-DNA blk	Apoferritin bind	Pol kappa inh	POLH inh	RGS4 inh	APE1 inh
CC1(C(=O)N2CCN(C(=O)c3ccco3)CC2)CC1(Br)Br (centres undefined)	-2	2%	392%[activator]	13%	-6%	3%	-15%	7%	53%[activator]
Cc1cccc(OC(=O)c2cc(-c3ccc(Cl)cc3)on2)c1C	-1	4%	-27%	-13%	45%[activator]	5%	-11%	0%	/
CCOC(=O)c1cc(NC(=O)c2ccccc2)c(=O)n2c1oc1ccc(Cl)cc12	1	8%	4%	5%	-3%	9%	-3%	-23%	/
Cc1cc(C)cc(OCC(=O)NNC(=O)c2ccccn2)c1	0	/	0%	-16%	/	-1%	-8%	-17%	3%
COc1ccccc1C(=O)Nc1ccc2c(c1)OCCO2	1	9%	0%	-12%	-15%	-16%	-4%	-37%	-2%
O=C(C1CCCC1)N1CCN(S(=O)(=O)c2ccc(F)c(F)c2F)CC1	-11	56%	5%	0%	-12%	-4%	-10%	14%	8%
CCOC(=O)C(C(=O)OCC)C(C#N)c1ccccc1 (centres undefined)	2	13%	3%	6%	-11%	10%	-10%	-10%	-6%
Cc1oc(-c2ccccc2Cl)nc1CSCC(=O)N1CCCC1	-4	79µM*	-17%	4%	5%	-12%	11%	3%	4%
COc1ccc(CN(C(=O)CSc2nnc(-c3ccc(OC)c(OC)c3)o2)c2ccc(F)cc2)cc1	-2	-15%	-16%	3%	-5%	-20%	-12%	-20%	2%
O=C1N=C(N2CCc3ccccc3C2)S/C1=C\c1cccc(O)c1	0	-4%	-23%	1%	?	-12%	?	-7%	1%
O=C(NC1CCCCCCC1)C1c2ccccc2C(=O)N1Cc1ccco1 (centres undefined)	-2	1%	1%	1%	-13%	-4%	-5%	-10%	-4%
Cc1ccc(C(=O)NCCCN2CCOCC2)cc1S(=O)(=O)N1CCCCC1	1	/	2%	8%	/	-1%	-22%	-14%	3%
CC1CCN(C(=O)CCC(=O)N2CC(C)Oc3ccccc32)CC1 (centres undefined)	-3	-9%	26%	4%	-18%	-5%	-14%	-5%	14%
O=C(Nc1nnc(Cc2ccccc2)s1)c1cccs1	-9	22%	11%	-23%	-15%	-9%	-22%	1%	-3%
COc1ccccc1NC(=O)CCC(=O)OCc1ccc(Br)cc1	-2	-11%	0%	2%	?	?	-11%	15%	-2%
COc1ccc(C2=NN(C(=O)CCC(=O)O)C(c3ccccc3F)C2)cc1 (centres undefined)	-1	33%	-8%	5%	-5%	3%	-7%	-21%	39%
CN1CCc2c(c3ccccc3n2C)C1	-6	84%	-53%	-4%	-6%	-4%	-4%	18%	-2%
O=S(=O)(Nc1ccc(-c2nc3cccnc3s2)cc1)c1cc(F)ccc1F	-3	-22%	-14%	0%	15%	4%	-20%	-2%	2%
Cc1ccc(C)c(S(=O)(=O)N2CCN(C(=O)c3ccc(OCc4c(C)noc4C)cc3)CC2)c1	-1	/	-23%	9%	/	-5%	-13%	-22%	-7%
Cc1coc2c1c(C)cc1oc(=O)c(CC(=O)N[C@H](C(=O)O)C(C)C)c(C)c12	-2	5%	-6%	6%	28%	-6%	9%	1%[56.9 µM]	-9%
CCN(CC)CCNC(=O)c1cn(CC)c2cc(N3CCN(C(=O)c4ccco4)CC3)c(F)cc2c1=O	2	0%	0%	4%	-7%	11%	-2%	6%	2%
O=C(/C=C/c1cccc([N+](=O)[O-])c1)NCCSCc1c(Cl)cccc1Cl	-4	1%	-1%	3%	-4%	-11%	-28%	-26%	9%
Cc1cccc2cc(CN(Cc3ccc(F)cc3)Cc3nnnn3C3CCCC3)c(=O)[nH]c12	-3	11%	5%	/	-11%	-4%	-11%	1%	-2%
O=C(COc1ccc(Cl)cc1)NCCNC(=O)c1cnccn1	-3	33%	-19%	-6%	0%	-7%	-10%	2%	-1%
Nc1cc(C(=O)OCC(=O)NCCC2=CCCCC2)ccc1Cl	-2	/	-3%	7%	/	-3%	-14%	12%	45%
Cc1nc(N2CCC(C)CC2)c2c(C)c(C(=O)Nc3cccc(C(F)(F)F)c3)sc2n1	5	0%	3%	-1%	-9%	-27%	-12%	-2%	-5%
Cc1ccc(NC(=O)COC(=O)CN2C(=O)NC3(CCCC3)C2=O)cc1Cl	-6	/	-3%	-1%	/	0%	-18%	45%	-6%
O=C1c2cccnc2C(Nc2cccc(F)c2)N1Cc1ccco1 (centres undefined)	-2	22%	?	-3%	-9%	-5%	-5%	-3%	-7%
CCOC(=O)C1=C(C)Nc2ncnn2C1c1cccs1 (centres undefined)	-4	2%	-15%	2%	-6%	-6%	7%	22%	-4%

Only part of the results is shown. The share of hits here may be higher or lower than overall.
